Compound activity from PubChem BioAssay.
Cdc25B inh: human M-phase inducer phosphatase 2 inhibition | inhibition, %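 (compounds tested at 10 µM final in the well)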 | P30305 | AID 368 | recombinant Cdc25B, OMFP fluorescence Ex485/Em525 | 65,000 tested, 0.1% active; in the data active = inhibition above about 50%
TNAP act mid DEA: activates human TNAP at intermediate phosphate acceptor concentration; activation factor at 20 µM; AID 813; P05186; purified TNAP, CDP-star luminescence, 100 mM DEA, 30 min; hits give high values; scale: 0 levamisole-inhibited, 1 vehicle-only enzyme; 64,000 tested, under 10 active;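 active = activation factor of at least 2 at 20 µM, relative to controls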
Target sequence (P05186 whole entry, looked up): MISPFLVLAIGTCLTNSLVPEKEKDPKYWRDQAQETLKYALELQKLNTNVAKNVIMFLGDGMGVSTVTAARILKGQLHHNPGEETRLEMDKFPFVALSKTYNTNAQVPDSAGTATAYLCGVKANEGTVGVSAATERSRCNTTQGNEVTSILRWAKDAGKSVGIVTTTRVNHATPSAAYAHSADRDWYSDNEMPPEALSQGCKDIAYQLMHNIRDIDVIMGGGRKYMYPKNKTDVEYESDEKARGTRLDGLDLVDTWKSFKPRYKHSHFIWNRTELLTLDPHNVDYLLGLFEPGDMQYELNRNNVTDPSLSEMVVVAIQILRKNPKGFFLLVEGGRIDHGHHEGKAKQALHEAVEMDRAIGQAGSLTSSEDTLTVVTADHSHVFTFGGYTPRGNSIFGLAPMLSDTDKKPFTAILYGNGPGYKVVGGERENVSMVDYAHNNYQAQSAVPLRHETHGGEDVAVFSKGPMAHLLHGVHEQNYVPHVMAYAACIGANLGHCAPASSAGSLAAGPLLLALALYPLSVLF
Jurkat tox 60K: cytotoxicity toward Jurkat cells; 56,000 tested, 1.2% active; Jurkat E6.1 viability, ATP luminescence, 48 h; inhibition, % at 4 µM;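 active = inhibition above the mean inhibition of all tested compounds plus 3 SD, cut at about 28% in these data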
PKA inh: PKA (human) kinase inhibition; P17612; PKA Kemptide phosphorylation, Kinase-Glo ATP luminescence; inhibition, % at 6 µM; 65,000 tested, 0.1% active;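 active = inhibition above the screen-wide mean inhibition plus 3 SD, cut at about 21% in these data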; note: many of its hits are not listed in these tables
ROCK2 blocker: inhibitors of human Rho kinase 2; inhibition, % at 6 µM; AID 604; O75116; 60,000 tested, 0.35% active; purified ROCK2, Kinase-Glo ATP depletion luminescence;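 active = inhibition above the screen-wide mean inhibition plus 3 SD, cut at about 18% in these data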;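 note: plate controls were DMSO wells for no effect and Y-27632 control wells after no-enzyme background subtraction for full effect; many of its hits are not listed in these tables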
JNK3 blocker: JNK3 (human) kinase inhibition. P53779. purified JNK3 kinase activity, HTS. inhibition, % at 8 µM. 60,000 tested, 0.61% active. AID 746; in the data active = inhibition above about 17%;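 note: 0% = DMSO and 100% = reference inhibitor; many of its hits are not listed in these tables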
HEK293 NFkB inh: lowers PMA/ionomycin-induced NF-kB signal in HEK293 cells; HEK-293 NF-kB luciferase reporter, luminescence; inhibition, % at 3 µM; 62,000 tested, 0.21% active; AID 465;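 active = inhibition above the mean of all tested compounds plus 3 SD, cut at about 40% in these data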;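 note: 0% = stimulated DMSO wells and 100% = 10 µM reference inhibitor 5653914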
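System – HEK-293 cells with stable firefly luciferase reporter driven by four HIV NF-kB elements · Doses – one dose, 3 µM · Schedule – 1 h compound pre-incubation, 16 h PMA/ionomycin at 37 °C · Technique – luminescence from luciferase substrate reagent · Measure – percent inhibition normalized per plate to DMSO and reference-inhibitor controls · Replicates – tested once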
MMP-13 inhibitor: MMP13 (human) collagenase inhibition; AID 570; inhibition, % at 4 µM; 65,000 tested, 0.07% active; P45452; MMP-13 fTHP FRET cleavage, Mca fluorescence;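 active = inhibition above the mean of compound-free control plate wells plus 3 SD, cut at about 14% in these data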;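 note: 0% = DMSO wells and 100% = wells with reference MMP-13 inhibitor after basal subtraction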
DUSP1 inh: blocks human MKP-1 phosphatase activity | inhibition, %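 (compounds tested at a single concentration somewhere between 10 and 100 µM)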 | 65,000 tested, 0.15% active | recombinant MKP-1, OMFP hydrolysis fluorescence | P28562;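 active = inhibition above about 50%, limit read from the data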;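 note: 0% = DMSO max control wells and 100% = wells with enzyme stopped by NaOH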
Target sequence (P28562 whole entry, looked up): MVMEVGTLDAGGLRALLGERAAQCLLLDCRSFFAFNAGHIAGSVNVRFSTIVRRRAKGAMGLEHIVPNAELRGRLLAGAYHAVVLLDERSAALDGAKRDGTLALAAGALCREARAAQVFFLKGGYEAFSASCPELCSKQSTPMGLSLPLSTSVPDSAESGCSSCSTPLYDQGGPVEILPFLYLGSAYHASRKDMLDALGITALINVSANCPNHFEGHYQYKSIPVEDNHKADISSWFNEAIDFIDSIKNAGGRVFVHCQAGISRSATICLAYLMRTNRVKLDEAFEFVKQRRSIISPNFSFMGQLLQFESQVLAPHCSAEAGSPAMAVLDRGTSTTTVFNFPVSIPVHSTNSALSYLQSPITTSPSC
An asterisk follows results filed as active; · = no result given. No enrichment for hits; any-hit rate near 1.9%.

mol	Cdc25B inh	TNAP act mid DEA	Jurkat tox 60K	PKA inh	ROCK2 blocker	JNK3 blocker	HEK293 NFkB inh	MMP-13 inhibitor	DUSP1 inh
Cc1ccc(S(=O)(=O)c2nc(C(C)(C)C)oc2N2CCOCC2)cc1	1.2	0.9	-3.2	0.3	-0.2	1.2	13.6	-0.2	-4.9
CCOc1cc2[nH]c(=O)n(CCC(=O)NCCc3ccc(OC)c(OC)c3)c(=O)c2cc1OCC	-4.2	0.9	-4.7	0.2	2.1	-0.7	8.8	-4.3	9.7
CCN(CC)c1nc2ccccc2nc1C(C#N)C(=O)NCCCOC (configuration not stated)	-5.7	0.9	-1.8	7.0	12.0	-4.2	12.4	-26.3	-12.0
C=CCc1ccccc1OCC(O)CN1CCN(c2ccccc2F)CC1 (configuration not stated)	-8.8	0.9	-7.2	11.6	3.3	-4.3	-18.4	-6.2	5.6
Cc1cc(=O)[nH]c(-n2nc(C)cc2C)n1	0.6	0.9	4.9	-4.8	-1.5	4.0	-0.8	-0.2	-7.3
Cc1ccc(-n2c(C)cc(C)c(C#N)c2=O)cc1Cl	-6.7	1	·	-3.4	·	·	11.9	-7.3	0.4
O=C(c1cccnc1)N1C2C=CC(C2)C1(C(F)(F)F)C(F)(F)F (configuration not stated)	2.3	0.9	-3.2	6.0	4.7	2.2	1.3	-3.0	0.3
O=C(CSc1nc2ccccc2n1CC(=O)N1CCCC1)Nc1ccc2c(c1)OCO2	-16.3	1	-1.8	7.9	1.7	-0.5	23.8	-0.2	6.2
Cc1ccc(C(C)C)c(OCC(=O)N2CCOCC2)c1	-5.4	1	·	1.8	·	·	11.4	2.4	8.7
O=C(CSc1nnc(Cn2c(=O)sc3ccccc32)n1-c1ccccc1)N1CCCCCC1	-13.5	1	-10.3	4.4	0.4	6.7	10.5	-0.1	7.9
CC1(C)CC(=O)C2=C(C1)NC(=O)CC2c1cccc(F)c1 (configuration not stated)	-11.5	1	-0.4	2.2	-2.6	2.3	7.9	-6.7	13.1
Cc1c(C(=O)O)sc(=S)n1CCOc1ccccc1	1.7	1	-7.4	9.3	6.5	-0.2	-6.4	-3.0	3.5
COc1ccc(Cl)c(S(=O)(=O)N2CCCC2)c1	4.7	0.9	-3.7	8.6	6.1	0.6	6.2	3.4	26.3
Cc1cc(=O)n2nc(N3CCCC(C(=O)N4CCN(C)CC4)C3)sc2n1 (configuration not stated)	-22.3	0.8	-3.8	5.8	-1.4	-6.3	7.8	2.1	-3.5
COc1cccc(CN(Cc2cccnc2)S(=O)(=O)c2ccc(-n3cnnn3)c(C)c2)c1OC	-15.3	1	-3.8	6.6	6.0	-3.9	22.1	3.2	-8.2
COc1ccc(C(=O)Nc2cc3c(cc2C#N)OCO3)cc1S(=O)(=O)N1CCN(C)CC1	-11.4	1	-3.1	3.2	1.0	0.5	8.5	-1.7	0.1
CC1=CC(C)(C)C(C(=O)O)C(C(=O)O)C1 (configuration not stated)	-7.4	1	-0.7	6.7	6.8	-2.7	20.4	1.3	-0.2
Cc1ccc(C2C(C(=O)c3cc4ccccc4o3)=C(O)C(=O)N2CCCN(C)C)cc1 (configuration not stated)	25.2	0.9	·	6.4	8.7	2.0	·	-2.5	-28.3
COC(=O)c1cn(C)c2ccc(S(=O)(=O)N3CCCC3)cc2c1=O	-4.1	0.9	2.0	1.3	3.1	-7.3	10.9	7.8	9.8
COc1ccc(CCn2c(=S)[nH]c3cc(C(=O)NCc4ccco4)ccc3c2=O)cc1OC	-4.3	0.9	-5.0	14.9	11.0	-2.5	10.7	4.5	35.9
COc1cc(OC)c(C(=O)Oc2ccc3c(c2)OCO3)cc1OC	-15.7	1	0.3	1.0	4.5	4.4	5.9	-10.9	-3.9
O=C(Nc1cccnc1)C1CCCN1S(=O)(=O)c1ccc(Cl)c(Cl)c1 (configuration not stated)	-6.7	0.9	2.8	3.1	3.3	4.7	3.3	5.6	12.6
O=C(COC(=O)c1cnccn1)Nc1ccc2c(c1)OCO2	-11.7	0.8	·	9.6	·	·	5.1	3.6	5.3
CCOC(=O)CCC(NC(=O)c1ccc(NCN2C(=O)CCC2=O)cc1)C(=O)OCC (configuration not stated)	-3.9	1	-3.4	3.3	2.3	-4.2	15.2	0.3	6.5
Cc1ccccc1OCC(=O)NCCC(=O)O	-1.5	0.9	4.4	-5.1	-0.9	-0.5	-0.7	2.4	2.9
O=C(O)CSc1nc(-c2ccccc2)nc2c1oc1ccccc12	3.1	0.9	-0.4	13.0	1.9	-7.0	0.7	1.8	-22.3
Cc1ccc2cc(C(c3nnnn3C3CCCC3)N(Cc3ccccc3)Cc3ccco3)c(=O)[nH]c2c1 (configuration not stated)	1.0	0.9	-6.8	10.6	5.8	6.2	5.5	-0.8	14.1
CC(C#N)Sc1ncnc2sc3c(c12)CCC3 (configuration not stated)	-5.9	0.9	2.2	0.0	0.3	-1.8	27.4	0.6	-2.6
CCCc1nnc2n1N=C(c1ccc(OC)c(OC)c1)CS2	6.8	0.8	-3.9	-1.8	1.1	1.5	26.0	-0.9	-5.6
COc1cc(OC)cc(OCC(O)Cn2cnc(-c3ccccc3)c2)c1 (configuration not stated)	-8.2	0.9	-0.2	3.1	-0.8	-0.1	4.7	7.6	6.1
COc1ccc(CCNc2nc(N3CCCCC3)nc(N3CCCCC3)n2)cc1OC	0.1	0.9	1.2	-0.1	7.1	1.1	16.9	2.2	0.4
CC(=O)N1SC(N)=NC1c1ccccc1 (configuration not stated)	-8.8	0.8	0.2	8.5	8.3	-3.8	11.5	-0.3	32.5
O=C(CSc1nnc(-c2ccccn2)n1Cc1ccco1)c1ccccc1	-14.1	0.9	·	-3.8	·	·	11.9	1.4	10.5
O=C(CCCc1nc(-c2ccccc2)no1)NCc1cccnc1	2.0	0.9	11.0	-6.9	6.0	1.8	-10.9	0.5	-13.5
Cc1cc(Cl)cc(C)c1OCC(=O)O	-3.2	0.9	·	13.5	·	·	12.3	11.3	17.3
Cc1cc(C)n(CC(O)CN2C(=O)NC(C)(C)C2=O)n1 (configuration not stated)	4.8	1	·	3.6	·	·	20.3	4.5	14.8

One compound at a time, as listed above.
O=C(CCCc1nc(-c2ccccc2)no1)NCc1cccnc1 is listed with Cdc25B inh = 2.0; TNAP act mid DEA = 0.9; Jurkat tox 60K = 11.0; PKA inh = -6.9; ROCK2 blocker = 6.0; JNK3 blocker = 1.8; HEK293 NFkB inh = -10.9; MMP-13 inhibitor = 0.5; DUSP1 inh = -13.5
CC(=O)N1SC(N)=NC1c1ccccc1 (configuration not stated) is listed with Cdc25B inh = -8.8; TNAP act mid DEA = 0.8; Jurkat tox 60K = 0.2; PKA inh = 8.5; ROCK2 blocker = 8.3; JNK3 blocker = -3.8; HEK293 NFkB inh = 11.5; MMP-13 inhibitor = -0.3; DUSP1 inh = 32.5

(cont.)
mol	Cdc25B inh	TNAP act mid DEA	Jurkat tox 60K	PKA inh	ROCK2 blocker	JNK3 blocker	HEK293 NFkB inh	MMP-13 inhibitor	DUSP1 inh
Cc1ccc(NC(=O)c2cc(-c3ccc(C)o3)nc3ccccc23)nc1	-8.5	1	-0.6	1.1	0.9	-3.0	9.0	-1.3	8.7
CCOC(=O)c1nnn(-c2nonc2-n2cccc2)c1CN1CCCCC1	3.1	0.9	8.6	-4.7	-3.6	3.5	19.0	0.0	14.0
CC1(C)CC(=O)C(=CN2CCN(C(=O)c3ccco3)CC2)C(=O)C1	-4.9	0.9	-2.9	2.6	3.7	0.2	-5.2	-0.3	5.1
O=C(O)CCC(=O)N1CCOc2ccc(Cl)cc21	-2.2	1.1	-11.9	7.0	5.8	3.9	-3.5	1.4	-8.3
O=C(c1cccs1)N1CCC(c2nc3ccccc3s2)CC1	1.1	0.9	0.2	4.4	5.5	4.0	16.2	-5.7	8.9
CCn1c(=O)cc(SCC(=O)NCC2CCCO2)c2ccccc21 (configuration not stated)	-13.2	0.9	5.4	6.3	-2.9	-9.3	17.3	1.0	1.9
O=C1CCc2cc(S(=O)(=O)NCCC(=O)NC3CCN(Cc4ccccc4)CC3)ccc2N1	7.7	0.9	2.5	6.8	7.1	3.4	10.7	1.3	-5.3
CCCCCn1c(N2CCN(Cc3ccccc3)CC2)nc2c1c(=O)[nH]c(=O)n2C	-5.9	0.8	13.9	-12.2	4.3	-2.3	15.6	-0.2	22.8
Clc1ccc(CN2C3=NCCN3c3ccccc32)cc1Cl	-7.3	1.1	-3.5	2.7	-2.5	2.0	9.9	2.5	21.4
Cn1c(=O)c2cc(S(=O)(=O)NCCC(=O)N3CC=C(c4ccccc4)CC3)ccc2n(C)c1=O	2.4	0.9	1.0	2.1	-1.4	6.9	17.5	1.2	33.0
COc1cccc(-n2nnc3c(=O)n(C/C=C/c4ccccc4)cnc32)c1	0.7	0.9	-3.8	3.3	2.2	1.8	12.9	4.5	11.1
O=C(CSc1nnc(COc2ccc(Cl)cc2)n1Cc1ccco1)c1ccccc1F	-12.9	1.1	8.9	-1.8	-2.6	-1.1	16.8	3.1	-1.4
CCCCSc1nc2c(c(=O)[nH]c(=O)n2C)n1CCc1ccccc1	-2.8	0.8	1.6	5.2	1.9	1.6	4.3	3.1	1.0
COc1cccc(NC(=O)CSc2nnc(COc3ccc4c(c3)CCCC4)o2)c1	-13.7	·	1.8	6.1	2.9	1.6	6.7	1.5	12.9
CCc1ccc(CC)c(S(=O)(=O)Nc2ccc(C(=O)O)c(O)c2)c1	-2.2	1	-11.4	7.1	2.7	-6.3	12.1	-0.8	11.4
CCOC(=O)C1CCN(C(=O)c2ccc(Br)o2)CC1	0.1	1	5.7	8.8	4.5	6.5	13.6	10.1	2.1
Cc1nc2ccccc2nc1OCC(=O)NCc1ccc2c(c1)OCO2	-0.1	1	2.9	-0.9	2.2	-1.2	16.8	-9.7	3.3
O=C(CSc1nnc2ccccn12)Nc1ccccc1C(=O)NC1CC1	-16.2	0.9	5.0	2.9	1.3	-2.5	18.3	-2.1	24.4
C=CCn1c(CCC(=O)O)ccc1-c1ccccc1	-3.4	1	-1.2	5.9	4.2	3.6	3.8	-21.4	-2.5
CCn1c(=O)cc(OCC(=O)N2CCN(C(=O)c3ccco3)CC2)c2ccccc21	-13.6	0.9	-1.1	10.5	9.6	5.4	10.1	0.6	-3.9
CC(C)c1ccc2oc(-c3cc(N)ccc3O)nc2c1	-3.4	1	6.4	0.9	-0.2	0.5	7.6	1.2	16.5
CN(C)S(=O)(=O)c1ccc2nc(NC(=O)c3cccnc3)sc2c1	5.7	0.9	6.9	-8.6	-5.3	3.7	-1.0	2.3	30.6
CCn1nnc(NC(=O)COc2cc(C)ccc2C(C)C)n1	-7.7	0.9	-7.8	11.0	6.0	5.0	-6.7	-2.2	4.0
Cc1onc(-c2ccccc2Cl)c1C(=O)N1CCN(c2ccccc2)CC1	-34.7	0.9	0.0	7.1	6.1	3.4	2.9	-1.4	-5.6
O=C(CC(NS(=O)(=O)c1ccc(Cl)cc1)c1ccco1)NCc1ccco1 (configuration not stated)	-5.4	0.9	1.3	12.1	6.9	-5.8	10.3	-15.2	-10.4
CCOC(=O)C1=C(C)NC(C)=C(C(=O)OCC)C1c1cc(N)ccc1OC(F)F	-4.8	0.9	-3.1	5.0	4.0	1.5	8.3	-1.6	20.5
O=C(NCCCN1CCCCC1)c1ccc2c(=O)n(CCc3ccccc3)c(=O)[nH]c2c1	-0.5	0.9	·	1.7	·	·	13.5	-13.3	4.9
COc1cc(COCC(O)CN2CCOCC2)cc(OC)c1OC (configuration not stated)	4.5	0.9	-6.2	10.4	4.9	-2.1	12.4	3.9	-32.3
